BCR signal inh: chronic active BCR signaling inhibition. ABC-DLBCL IkBa-CBG/CBR reporter, luminescence ratio, 4 h. 0.05% of 340,000 active. Potency, µM (series often up to 46.1 µM), for inactives: top-dose ratio change, negative = lower green/red ratio, usual class: inhibitors; active = well fitted inhibition curve with a large enough effect in the signal ratio, with a control signal flat, not every such curve was filed as active; inconclusive = small, poorly fitted or top-dose-only effect, or effect the other way, or a change in a side signal; the % refers to the signal ratio;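 note: potency is the fitted concentration of half-maximal effect; plate controls were basal doxycycline-induced cells for no effect and cells given 10 µM MG132 for full effect; MG132 reads +100%, hits lower the ratio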
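Doxycycline induced both beetle luciferases in TMD8 lymphoma cells; IKK-driven degradation limits the IkappaBalpha-fused green signal, while red luminescence normalises for cell number and nonspecific effects. Compounds tested up to 46 uM, 4 hrs.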
Tb PFK inh: inhibitors of T. brucei phosphofructokinase | AID 485367 | O15648 | Potency, µM (doses to about 57.5 µM), inactives show top-dose activity, negative = inhibition, most hits filed as inhibitors | T. brucei PFK, ADP-Glo luminescence | 0.17% of 330,000 active;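 note: potency is the fitted concentration of half-maximal effect; 0% = uninhibited 1x PFK enzyme wells and -100% = no-enzyme wells; nearly all actives have a fitted effect of over 60% in size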
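Activity is normalized to no-enzyme wells (full inhibition) and 1.25 nM enzyme wells (no inhibition). Reaction: 0.5 mM F6P, 0.1 mM ATP, 45 min RT, ADP-Glo luminescence; concentration-response curves fitted and classed by quality.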
PKM2 activator: activators of human pyruvate kinase M2. P14618. purified PKM2, Kinase-Glo ATP luminescence, activation; response scale: 0% is enzyme alone, no compound. Potency, µM (top dose mostly 57.5 µM), without a hit: at the top dose activation, hits mostly activators. 0.34% of 260,000 active. AID 1631; note: potency is the fitted concentration of half-maximal effect; % is set by controls: 0 for no effect and ±100 for the full control effect; nearly all actives have a fitted effect of over 55% in size
Target sequence (P14618 whole entry, looked up): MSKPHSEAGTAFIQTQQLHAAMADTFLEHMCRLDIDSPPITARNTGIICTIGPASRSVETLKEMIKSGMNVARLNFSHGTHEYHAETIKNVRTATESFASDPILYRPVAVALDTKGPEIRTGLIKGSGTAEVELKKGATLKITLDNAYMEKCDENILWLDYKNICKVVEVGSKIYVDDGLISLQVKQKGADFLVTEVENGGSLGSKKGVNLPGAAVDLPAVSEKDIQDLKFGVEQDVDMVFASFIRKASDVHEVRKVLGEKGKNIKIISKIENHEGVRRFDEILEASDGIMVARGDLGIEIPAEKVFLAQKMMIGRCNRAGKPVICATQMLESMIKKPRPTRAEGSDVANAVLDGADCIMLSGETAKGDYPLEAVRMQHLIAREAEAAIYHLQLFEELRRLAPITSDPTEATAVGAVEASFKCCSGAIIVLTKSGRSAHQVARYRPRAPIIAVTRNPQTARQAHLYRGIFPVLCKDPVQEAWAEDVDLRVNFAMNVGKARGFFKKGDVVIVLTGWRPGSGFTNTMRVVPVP
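Purified hPK-M2 (>95% pure) converted ADP (0.1 mM final) to ATP with 0.5 mM PEP in 50 mM imidazole pH7.2, KCl, MgCl2, Tween 20, BSA; 1 h at room temperature. ATP detected by Kinase-Glo luminescence.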
GALK inhibitor: inhibitors of human galactokinase. P51570. Purified GALK, Kinase-Glo residual ATP luminescence. Potency, µM (top dose mostly 57.5 µM), without a hit: top-dose activity change, negative = inhibition, actives largely listed as inhibitors. 0.007% of 270,000 active; note: potency is the fitted concentration of half-maximal effect; % is set by controls: 0 for no effect and ±100 for the full control effect
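Luminescence from leftover ATP (Ultra-Glo luciferase/luciferin) served as read-out after a 1 h room-temperature reaction of 5 nM GALK with 35 uM ATP and 100 uM galactose.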
Menin MLL FP TR: displaces Texas Red mutant MLL peptide from human menin. 0.23% of 270,000 active. Menin + Texas Red MLL mutant peptide, fluorescence polarization. Potency, µM (doses to about 61.6 µM), without a hit: at the top dose FP activity change, negative = inhibition, actives largely listed as inhibitors; active = well fitted inhibition curve with a large enough effect in the polarisation, with a control signal flat, not every such curve was filed as active; inconclusive = small, poorly fitted or top-dose-only effect, or effect the other way, or a change in a side signal; inactive = no such curve, though single readings can be large or run the other way; the % refers to the polarisation; note: potency is the fitted concentration of half-maximal effect; % of control where 0% means no effect; many of its hits are not listed in these tables
PTAP TSG101 blk: blocks PTAP/TSG101 interaction to inhibit HIV-1 budding; Q99816; Fluorescence polarization, FITC-PTAP peptide / Tsg101 binding; Potency, µM (top dose mostly 115 µM), inactives show at the top dose activity change, negative = inhibition, hits mostly inhibitors; 340,000 tested, under 10 active; active = well fitted inhibition curve with a large enough effect in the main read-out, with a control signal flat, not every such curve was filed as active; inconclusive = small, poorly fitted or top-dose-only effect, or effect the other way, or a change in a side signal; inactive = no such curve, though single readings can be large or run the other way; note: potency is the fitted concentration of half-maximal effect; % of control where 0% means no effect
Target sequence (Q99816 whole entry, looked up): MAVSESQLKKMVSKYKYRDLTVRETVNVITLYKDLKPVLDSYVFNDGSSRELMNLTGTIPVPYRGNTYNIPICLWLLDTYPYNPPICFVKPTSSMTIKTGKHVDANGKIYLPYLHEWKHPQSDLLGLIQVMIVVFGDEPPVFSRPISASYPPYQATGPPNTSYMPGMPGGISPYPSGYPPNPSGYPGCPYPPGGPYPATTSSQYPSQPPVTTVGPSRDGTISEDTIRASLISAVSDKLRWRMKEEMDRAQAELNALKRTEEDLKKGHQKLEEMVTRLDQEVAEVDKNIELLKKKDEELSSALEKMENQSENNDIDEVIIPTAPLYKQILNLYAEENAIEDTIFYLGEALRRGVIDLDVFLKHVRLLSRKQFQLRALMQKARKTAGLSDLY
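FP read-out: FITC-PTAP peptide, 50 nM final, binding Tsg101 binding domain, 10 uM final; 20 min, r.t.; 10 mM HEPES pH 7.5, 0.15 M NaCl, 0.01% Tween 20, 3 mM EDTA, 0.1 mM TCEP.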
B2AR arrestin: agonists driving beta-arrestin recruitment to human beta2-adrenergic receptor; beta-arrestin recruitment to beta2AR, cell-based reporter; 0.02% of 330,000 active; Potency, µM (doses to about 46.1 µM), without a hit: top-dose activation, actives largely listed as activators; P07550;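 note: potency is the fitted concentration of half-maximal effect; 0% = DMSO controls and full agonism = EC100 isoproterenol or metaproterenol; nearly all actives have a fitted effect of over 65% in size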
Coupling enz: counter-screen for Giardia aldolase inhibitors: coupling enzyme system; AID 2472; activity change, negative = inhibition, % at 58.2 µM, hits read low; 0.67% of 290,000 active; coupling enzyme system counterscreen, AmpLite Red fluorescence; in the data active = activity change below about -30%; note: % is set by controls: 0 for no effect and ±100 for the full control effect
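First, compound is pin-transferred into glyceraldehyde-3-phosphate coupling-enzyme reagent at 57.5 uM final and held 10 min at RT. Next, substrate, coupling system and AmpLite Red are added. After 20 min RT, fluorescence (525/598 nm) is read.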
Giardia killer: kills Giardia lamblia; activity change, % at 7.66 µM, hits read low; 0.15% of 340,000 active; Giardia lamblia trophozoite viability; in the data active = activity change below about -80%; inconclusive = between about -30% and that limit;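 note: parasites exposed to compound for two days anaerobically before the ATP read; % is set by controls: 0 for no effect and ±100 for the full control effect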
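Trophozoite viability was measured as ATP-dependent luminescence, read 15-30 min after reagent addition. Before that, parasites at 100 cells/well were exposed to compounds for 48 h, anaerobically, at 37 deg C.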
ASM inhibitor: inhibitors of human secretory acid sphingomyelinase. P17405. placental ASM, HMU-PC fluorogenic substrate, 60 min. Potency, µM (series often up to 57.5 µM), for the others: at the top dose activity change, negative = inhibition, usual class: inhibitors. 0.006% of 340,000 active; note: potency is the fitted concentration of half-maximal effect
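Fluorogenic HMU-PC substrate (9 uM final) is turned over by placental ASM in 60 min at 37 C after a 10 min compound preincubation. Reaction ended by alkaline stop (pH 10), with fluorescence read at 386/447 nm.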
a7 integrin act: activates integrin-mediated alleviation for muscular dystrophy; alpha7betagal myoblasts, beta-gal FDG fluorescence, 48 h; Potency, µM (top dose mostly 38.3 µM), for inactives: at the top dose activation, most hits filed as activators; 0.064% of 350,000 active; AID 624291;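 note: potency is the fitted concentration of half-maximal effect; 100% = response of the positive control SU9516; nearly all actives have a fitted effect of over 60% in size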
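alpha7betagal+/- myoblasts (passage 13, 250/well) treated 48 h at 37C with compounds at 1:260 dilution of DMSO stock. Lysed, then beta-galactosidase activity read as FDG fluorescence (ex 480/em 540) after 30 min, with pre-read for autofluorescence.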
* marks the source's active call; other numbers are inactive results; u = inconclusive; x = not tested or not shown; [ ] = dose if it differs, or a comment. Unless noted, calls come from the whole dose curve; as a rule, active = well fitted curve in the direction sought with a large enough effect; inconclusive = small, poorly fitted or top-dose-only effect, or another doubt; inactive = no such curve, though single readings can be large; an effect the other way counts as inactive or inconclusive. These rows are one share of the data. The share of hits here may be higher or lower than overall.

entry	structure	BCR signal inh	Tb PFK inh	PKM2 activator	GALK inhibitor	Menin MLL FP TR	PTAP TSG101 blk
1	Cc1nnc(N(Cc2ccco2)C(=O)c2ccc(C#N)cc2)s1	-5%	2%	0%	0%	-9%	-4%
2	COc1cc(NC(=O)c2cc3ccccc3o2)ccc1NC(=O)c1ccco1	10%	1%	-3%	15%	u	-1%
3	Cc1ccc(CSc2nnc(-c3cnccn3)n2C)cc1	-4%	1%	-3%	0%	x	-1%
4	COc1ccc(C2=NN(C(=O)CSc3nc(=O)n4cccc(C)c4n3)C(c3ccc(C)cc3)C2)cc1 (centres undefined)	8%	0%	x	x	x	0%
5	CC(=O)c1cccc(N(CC(=O)Nc2ccc(S(=O)(=O)N3CCCC3)cc2)S(C)(=O)=O)c1	-1%	3%	-5%	4%	x	-2%
6	CCOC(=O)/C(C#N)=C1\C=CN(C)C(C)=N1	0%	0%	-3%	-3%	-10%	-6%
7	Cc1nc(SCC(=O)NCCc2ccccc2)nc(C)c1C	u	0%	5%	-3%	-13%	-5%
8	CC(C)Nc1nc(-c2ccccn2)nc(-c2ccccc2)c1C#N	5%	-1%	-4%	6%	-17%	-1%
9	CCCn1cnc2cc(NCc3cccs3)ccc21	u	-2%	9%	3%	x	-2%
10	COc1cccc(Nc2ncnc3onc(-c4ccccc4OC)c23)c1	-14%	3%	-5%	x	2%	1%
11	CCOC(=O)c1nc(C)n(-c2ccc([N+](=O)[O-])cc2)n1	0%	-6%	18%	9%	16%	-1%
12	CCCCC(C(=O)NC1CCCC1)N(C(=O)c1snc(C(N)=O)c1N)c1ccc(C)cc1 (centres undefined)	-3%	-1%	1%	0%	10%	-14%

entry	B2AR arrestin	Coupling enz	Giardia killer	ASM inhibitor	a7 integrin act
1	0.7%	4	2	3%	7%
2	1.0%	-2	7	x	-3%
3	0.2%	-5	10	5%	16%
4	0.0%	x	10	-23%	-16%
5	-0.7%	x	11	0%	13%
6	-0.1%	1	7	5%	7%
7	0.2%	1	-14	3%	0%
8	-0.1%	1	-27	10%	-9%
9	-0.3%	0	-17	-2%	0%
10	-0.7%	-2	-18	-2%	0%
11	0.1%	3	-11	2%	u
12	-0.1%	-1	37[activator]	84%[activator]	10µM*

(continued)
entry	structure	BCR signal inh	Tb PFK inh	PKM2 activator	GALK inhibitor	Menin MLL FP TR	PTAP TSG101 blk
13	COc1ccc(-c2oc3ncn4nc(COc5ccccc5)nc4c3c2-c2ccc(OC)cc2)cc1	6%	16%	-13%	0%	17%	-5%
14	Cc1ccc(S(=O)(=O)N(C)C)cc1NC(=O)COC(=O)CC1CCCC1	1%	10%	x	x	x	0%
15	CC(CCC(=O)O)(c1ccc(O)cc1)c1ccc(O)cc1	3%	0%	x	x	x	-2%
16	OCc1ccccc1OCCCOc1cccc2cccnc12	-7%	3%	1%[11.5 µM]	-1%	-19%	-1%
17	Cc1ccc(N2CC(C(=O)Nc3nnc(SCCN4CCOCC4)s3)CC2=O)cc1C (centres undefined)	6%	-14%	-3%	-4%	x	x
18	N#CCSc1nnc(Cc2ccc3c(c2)OCO3)o1	-2%	-2%	-2%	4%	3%	-4%
19	O=C(COc1ccccc1-c1ccccc1)c1ccccc1	6%	12%	-18%	-2%	19%	-3%
20	CCOC(=O)C1=C(C)N(C)C(=O)NC1c1cc2c(cc1[N+](=O)[O-])OCO2 (centres undefined)	1%	0%	2%	-1%	-15%	-1%
21	CC(=O)NCC(=O)OCC(=O)Nc1nc(-c2ccccc2)cs1	u	-1%	3%	12%	6%	-10%
22	O=C(Nc1ccccc1-c1nnc(SCc2ccc(Cl)cc2)o1)c1ccccc1	u	-3%	-10%	-3%	9%	-5%
23	O=C(Nc1cccc(Cl)c1N1CCOCC1)c1cc([N+](=O)[O-])ccc1N1CCOCC1	4%	2%	5%	6%	5%	-6%
24	CC(C)c1ccc(S(=O)(=O)Nc2ccc(SC(F)F)cc2)cc1	u	0%	u	-1%	13%	-4%

entry	B2AR arrestin	Coupling enz	Giardia killer	ASM inhibitor	a7 integrin act
13	0.0%	-1	1	24%	11%
14	0.2%	x	-15	3%	17%
15	0.0%	x	-17	7%	x
16	-0.5%	-4	0	-1%	9%
17	-0.1%	x	-5	-2%	0%
18	-1.1%	-3	1	-1%	7%
19	-0.1%	-1	6	-1%	16%
20	-0.1%	-9	0	5%	-8%
21	-0.4%	1	-5	2%	9%
22	-0.1%	4	-12	-6%	9%
23	0.1%	1	-1	-3%	-20%
24	-0.2%	-4	-8	-10%	22%

Continued:
entry	structure	BCR signal inh	Tb PFK inh	PKM2 activator	GALK inhibitor	Menin MLL FP TR	PTAP TSG101 blk
25	O=C(C[C@H]1C/C=C\CC[C@H](Cc2ccc(F)cc2)C(=O)O[C@@H](c2ccccc2)CNC1=O)N[C@@H](CO)Cc1ccccc1	-1%	-1%	x	x	x	-1%
26	CC1CCN(C(=O)c2cc(-c3ccc4c(c3)OCO4)on2)CC1	u	-2%	-1%	0%	-16%	-1%
27	CC(=O)c1cccc(NC(=O)c2cccc(S(=O)(=O)N(C)C)c2)c1	-7%	19%	0%	0%	-1%	-2%
28	CCOc1ccc(S(=O)(=O)N(CC(=O)N2CCC(C(N)=O)CC2)c2ccc(F)cc2)cc1	0%	-2%	-11%	-2%	x	-2%
29	CN(C)S(=O)(=O)N1CCC(n2nccc2NC(=O)CCCc2ccccc2)CC1	-11%	-1%	x	4%	x	-6%
30	N#CCCn1cc(C(=O)Nc2ccccc2Br)c(-c2cccs2)n1	-6%	-3%	2%	x	4%	-6%
31	CCN(CC)S(=O)(=O)c1ccc(O)c(NC(=O)CN2CCc3ccccc3C2)c1	2%	1%	-4%	2%	-1%	-1%
32	Cc1ccc(S(=O)(=O)N2CCCCC2)cc1NC(=O)COC(=O)c1ccccc1F	1%	8%	-1%	-1%	-9%	-5%
33	COc1ccc(N=c2oc3ccccc3cc2C(=O)Nc2ccccn2)cc1OC	u	-20%	-18%	6%	13%	x
34	CN1C(=S)SC(C)(C)C1(C)NO (centres undefined)	1%	2%	6%	3%	-5%	-5%
35	COC(=O)/C(C#N)=C/c1c(N2CCN(C)CC2)nc2ccccn2c1=O	6%	1%	x	0%	-10%	-1%
36	CCc1ccc(-n2cnc3cc(C(=O)NCC(OC)OC)ccc32)cc1	-6%	0%	x	0%	-13%	-3%

entry	B2AR arrestin	Coupling enz	Giardia killer	ASM inhibitor	a7 integrin act
25	-0.2%	x	31[activator]	-3%	-16%
26	-0.1%	1	-2	-1%	-8%
27	-0.4%	1	15	3%	0%
28	-0.4%	x	3	x	22%
29	0.3%	x	4	8%	5%
30	-2.5%	-3	4	-4%	23%
31	0.1%	4	12	-2%	12%
32	0.1%	1	-18	0%	16%
33	0.5%	5	x	x	x
34	u	4	5	0%	-27%
35	-1.0%	0	24	15%	13%
36	0.2%	0	11	0%	0%

Structural class, the entries above containing a thiophene ring, fused or not.
entry	structure	BCR signal inh	Tb PFK inh	PKM2 activator	GALK inhibitor	Menin MLL FP TR	PTAP TSG101 blk
9	CCCn1cnc2cc(NCc3cccs3)ccc21	u	-2%	9%	3%	x	-2%
30	N#CCCn1cc(C(=O)Nc2ccccc2Br)c(-c2cccs2)n1	-6%	-3%	2%	x	4%	-6%

entry	B2AR arrestin	Coupling enz	Giardia killer	ASM inhibitor	a7 integrin act
9	-0.3%	0	-17	-2%	0%
30	-2.5%	-3	4	-4%	23%

More results follow:
entry	structure	BCR signal inh	Tb PFK inh	PKM2 activator	GALK inhibitor	Menin MLL FP TR	PTAP TSG101 blk
37	CC(C)CNC(=S)N1CCC(C(=O)c2ccc3c(c2)OCCO3)CC1	-9%	-1%	-2%	-1%	4%	-5%
38	Cc1nn(C)cc1C(C(=O)NC1CCCCC1)N(C(=O)Cc1cccs1)c1ccc(Cl)cc1 (centres undefined)	-2%	0%	-1%	1%	-3%	0%
39	Cn1c(=O)oc2cc(S(=O)(=O)Nc3cccc(F)c3)ccc21	-9%	18%	13µM*	0%	6%	1%
40	CCN(CC)CCCNCC(=O)Nc1ccc2c(c1)CCC2	2%	-1%	x	2%	-11%	-4%

entry	B2AR arrestin	Coupling enz	Giardia killer	ASM inhibitor	a7 integrin act
37	-0.1%	0	-10	-2%	5%
38	10%	5	28	5%	11%
39	-0.8%	9	1	-3%	13%
40	0.0%	-2	-28	16%	-20%

High-throughput results from PubChem.
